HBB splice mod: alters splicing of the hemoglobin beta chain; Potency, µM (titrated, usually from 46.1 µM), without a hit: at the highest dose activation, usual class: activators; HBB splicing reporter cell assay, activation; EGFP reporter with mutant IVS2-654 intron; response scale: normalised to 500 nM splice-correcting PNA; hit rate 0.06% among 65,000; further: potency means the concentration at half of the fitted maximal effect; 0% is about no effect
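Compounds were applied for 2 days to HeLa EGFP-654 cells, 500/well in Optimem with 2% FCS. The reporter's EGFP is disrupted by mis-splicing of beta-globin intron IVS2-654. Readout: summed well GFP fluorescence from 488 nm laser scanning; reference was 500 nM antisense […] 654 PNA.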
A350 fluor: compounds fluorescent in Alexa 350 spectral region | Compound autofluorescence, 340/450 nm, Alexa 350 dye-equivalents; active compounds read high | max dye-equivalent concentration, M | hit rate 11% among 59,000 | AID 590; in the data active means max dye-equivalent concentration above about 10 nM; inconclusive means mostly about 1.1 nM to 9.6 nM
TexasRed autofl: Texas Red region autofluorescence; Compound fluorescence, Texas Red channel, 547/618 nm; active compounds read high; max dye-equivalent concentration, M; hit rate 0.06% among 59,000; in the data active means max dye-equivalent concentration above about 10 nM; inconclusive means between about 1.1 nM and that limit
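Compound fluorescence was read after 15 min at room temperature in 100 mM Tris, pH 8.0, using 547 nm excitation and 618 nm emission across a concentration series. It was expressed as Texas Red dye-equivalent concentration from an on-plate standard curve.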
4-MU autofl: compound fluoresces in the 4-MU spectral region; compound autofluorescence, 340/450 nm, 4-MU equivalents; active compounds read high; max dye-equivalent concentration, M; hit rate 11% among 59,000; in the data active means max dye-equivalent concentration above about 10 nM; inconclusive means mostly about 1.1 nM to 9.6 nM
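Compounds in 100 mM Tris, pH 8.0, sat 15 min at room temperature before fluorescence was read at 340 nm excitation/450 nm emission; a per-plate six-point 4-MU standard curve converted signals to dye-equivalent concentration at each compound concentration.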
Epigenetic mod: derepresses silenced GFP locus in mouse C127i cells. Potency, µM (highest dose often 46.1 µM), without a hit: at the top dose GFP derepression (activation). mouse C127i GFP locus derepression, cytometry, 30 h. hit rate 0.09% among 68,000; further: % of control where 0% means no effect
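Locus derepression in mouse mammary C127i cells whose integrated CMV-GFP reporter is normally silent; GFP expression after 30 h compound treatment was quantified by counting fluorescent cells.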
Fluorescein autfl: fluorescein region autofluorescence. max fluorescein-equivalent concentration, M. Compound autofluorescence, 480/540 nm, fluorescein-equivalent; active compounds read high. hit rate 0.91% among 59,000; in the data active means max fluorescein-equivalent concentration above about 10 nM; inconclusive means between about 1.1 nM and that limit
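In this qHTS profile, compound fluorescence was measured with a 480 nm/540 nm filter pair following a 15-min room-temperature incubation in 100 mM Tris (pH 8.0). A six-point fluorescein series on each plate served for normalization.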
Ub-GFP proteasome: ubiquitin-GFP accumulation via proteasome inhibition. 67,000 tested, under 10 active. Potency, µM (doses to about 45.9 µM), for the others: at the top dose activation (GFP accumulation), usual class: activators. AID 526. Ubiquitin-GFP reporter cells, proteasome inhibition, GFP fluorescence; response scale: untreated = 0%, 10 µM MG-132 = 100%; active means well fitted activation curve with a large enough effect, not every such curve was filed as active; inconclusive means small, poorly fitted or top-dose-only effect, or another doubt; inactive means no such curve, though single readings can be large or run the other way; further: potency means the concentration at half of the fitted maximal effect
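U2OS cells expressing ubiquitin(G76V)-GFP, seeded overnight in 0.5% FBS medium, then treated 4 hr at 37 C across 46 uM to 2.9 nM. GFP-positive cells counted by laser cytometry (488 ex/515 em); %activity scaled between basal and 10 uM MG-132.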
FLuc inh: firefly luciferase inhibition. hit rate 2.2% among 72,000. purified firefly luciferase, luminescence, 8 min. P08659. Potency, µM (top dose mostly 57.1 µM), for the others: top-dose activity change, negative = inhibition, usual class: inhibitors; further: potency means the concentration at half of the fitted maximal effect; on the % scale 0 is the no-effect control and ±100 the full control effect; nearly all actives have a fitted effect of over 40% in size
Target sequence (P08659 whole entry, looked up): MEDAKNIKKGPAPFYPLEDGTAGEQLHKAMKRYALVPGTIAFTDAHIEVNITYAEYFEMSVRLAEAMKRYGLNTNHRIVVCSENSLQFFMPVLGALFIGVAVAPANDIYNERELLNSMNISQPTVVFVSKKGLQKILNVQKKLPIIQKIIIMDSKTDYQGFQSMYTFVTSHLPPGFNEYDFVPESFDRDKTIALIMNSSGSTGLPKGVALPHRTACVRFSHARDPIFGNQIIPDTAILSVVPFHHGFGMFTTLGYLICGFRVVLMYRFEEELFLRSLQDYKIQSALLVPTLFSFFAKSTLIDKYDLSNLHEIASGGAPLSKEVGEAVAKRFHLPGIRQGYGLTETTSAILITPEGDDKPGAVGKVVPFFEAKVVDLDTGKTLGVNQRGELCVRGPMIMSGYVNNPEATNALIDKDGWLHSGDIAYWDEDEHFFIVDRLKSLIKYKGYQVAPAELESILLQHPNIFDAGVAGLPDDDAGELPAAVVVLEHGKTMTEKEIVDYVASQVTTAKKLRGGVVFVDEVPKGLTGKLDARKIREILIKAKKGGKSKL
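Firefly luciferase (PKLight detection mix) with 10 uM ATP in pH 7.2 imidazole buffer (KCl, MgCl2, Tween 20, BSA). Compounds tested across a concentration series (qHTS). Luminescence read after 8 min at ambient temperature.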
Hsp90 Hop PPI: changes Hsp90-Hop TPR2A binding signal, up or down; AID 595; AlphaScreen TPR2A-His6 binding biotin-Hsp90 C-terminal peptide; Potency, µM (top dose mostly 57 µM), without a hit: at the highest dose activity change, negative = inhibition; hit rate 0.44% among 71,000; active means well fitted curve in either direction with a large enough effect; inconclusive means small, poorly fitted or top-dose-only effect, or another doubt; further: potency means the concentration at half of the fitted maximal effect; on the % scale 0 is the no-effect control and ±100 the full control effect; many of its hits are not listed in these tables
CRE-bla Fsk: modulators of forskolin-stimulated CRE signaling in CHO cells; AID 662; hit rate 2.5% among 71,000; CHO CRE-bla reporter (cAMP response element driving beta-lactamase), forskolin EC10, beta-lactamase ratio; Potency, µM (doses to about 38.2 µM), without a hit: at the top dose activity change, negative = inhibition, most hits filed as activators; active means well fitted activation curve with a large enough effect in the signal ratio, with a control signal flat, not every such curve was filed as active; inconclusive means small, poorly fitted or top-dose-only effect, or effect the other way, or a change in a side signal; the % refers to the signal ratio; further: potency means the concentration at half of the fitted maximal effect; % of control where 0% means no effect
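CHO CRE-bla cells, overnight plating in Opti-MEM with 0.5% dialyzed FBS; cpd titration + EC10 NKH 477, 3 h 37 °C; CCF4 2 h RT; ex 405/em 460 vs 530 ratio → %Activity, AC50.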
ERK AVP block: blocks ERK signaling stimulated by vasopressin; hit rate 0.99% among 72,000; HEK293-V1b, vasopressin-stimulated pERK AlphaScreen; AID 995; Potency, µM (doses to about 57.5 µM), for the others: at the highest dose activity, negative = inhibition, actives largely listed as inhibitors; further: potency means the concentration at half of the fitted maximal effect; on the % scale 0 is the no-effect control and ±100 the full control effect; nearly all actives have a fitted effect of over 55% in size
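HEK293 cells stably expressing V1b receptor, preincubated 30 min at 37 °C with compound, then stimulated 5 min with 25 nM vasopressin. Phospho-ERK by AlphaScreen SureFire after 5 h RT; normalized to DMSO and vasopressin; AC50 by Hill fit.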
Starred values were filed as active, the others as inactive; i = inactive; u = inconclusive; x = no result given; & = joins results of further samples; ! = a repeat was not active; [ ] = remark or other dose. Unless noted, the call rests on the fitted dose curve; in most records, active means well fitted curve in the direction sought with a large enough effect; inconclusive means small, poorly fitted or top-dose-only effect, or another doubt; inactive means no such curve, though single readings can be large; an effect the other way counts as inactive or inconclusive.

SMILES | HBB splice mod | A350 fluor | TexasRed autofl | 4-MU autofl | Epigenetic mod | Fluorescein autfl | Ub-GFP proteasome | FLuc inh | Hsp90 Hop PPI | CRE-bla Fsk | ERK AVP block
Cc1nc2c([nH]1)c(=O)n(C)c(=O)n2Cc1ccco1 | -0.7% | i | i | i | -1.1% | u | 0.0% | -1.6% | -7.4% | u | u
CCCCOC(=O)c1ccc(N)cc1 | -1.3% | i | i | i | 3.4%[20.6 µM] | u | 0.0%[20.5 µM] | -10.6%[25.5 µM] | -4.5% | 3.6% | 0.4%
CN(C)CCC[C@@]1(c2ccc(F)cc2)OCc2cc(C#N)ccc21 | -0.3% | i | i | i | 0.4%&-1.1% | u | 1.8%&1.6% | 1.6%&-7.0% | 0.1%&-5.8% | -28.1%&-6.2% | 40.9%&2.6%&-19.2%[activator]
COc1c(O)cc2c(c1O)[C@@H]1O[C@@H](CO)[C@@H](O)[C@@H](O)[C@@H]1OC2=O | 2.2%[20.6 µM] | i | u | i | 5.1%[20.6 µM] | i | -4.2%[20.5 µM] | -3.0%[25.5 µM] | -5.9%[26 µM] | -3.8%[17.1 µM] | 3.3%[25.7 µM]
Cc1oncc1C(=O)Nc1ccc(C(F)(F)F)cc1 | -0.9% | i | i | i | -3.8%[20.6 µM] | u | 1.8%[20.5 µM] | -5.1%[25.5 µM] | -1.8%[26 µM] | u | -15.2%
C[C@@H]1[C@H](C)CC[C@@]2(C(=O)O[C@H]3O[C@@H](CO[C@H]4O[C@@H](CO)[C@@H](O[C@H]5O[C@@H](C)[C@@H](O)[C@@H](O)[C@@H]5O)[C@@H](O)[C@@H]4O)[C@@H](O)[C@@H](O)[C@@H]3O)CC[C@]3(C)C(=CC[C@H]4[C@@]5(C)C[C@@H](O)[C@@H](O)[C@](C)(CO)[C@@H]5CC[C@@]43C)[C@@H]12 | 0.6%[20.6 µM] | i | i | i | 2.4%[20.6 µM] | u | -9.4%[20.5 µM] | -0.4%[25.5 µM] | -0.1%[26 µM] | 1.9%[17.1 µM] | -16.9%[25.7 µM]
CN1CCN(c2c(F)cc3c(=O)c(C(=O)O)cn4c3c2SCC4)CC1 | 1.6%[0.369 µM] | 7.41e-07M* | i | 5.54e-07M* | -2.1% | i | x | 0.3% | -3.2% | -1.5% | -16.4%
CN1CCC(=C2c3ccccc3CC(=O)c3sccc32)CC1 | -2.8%[20.6 µM] | u | i | u | 3.8%[20.6 µM] | u | 6.5% | -1.3%[25.5 µM] | -1.2% | -18.0% | 1.8%
CN(C)CCO[C@](C)(c1ccccc1)c1ccccn1 | 1.7%[20.6 µM] | 5.93e-08M*! | i | 4.6e-08M*! | 2.7%[20.6 µM] | u | 0.9%[20.5 µM] | -0.9%[25.5 µM] | -2.4%[26 µM] | 6.6%[17.1 µM] | -2.1%[25.7 µM]
O=C(O)CCCCCCCC(=O)O | 0.1% | i | i | i | 2.2% | i | 1.6% | 0.7% | -3.9% | 1.3% | 1.1%&5.9%
O=C(NCCN1CCOCC1)c1ccc(Cl)cc1 | x | i | i | i | -1.0% | i | -0.8% | 5.0% | 2.8% | -0.9% | 13.3%
NC(=O)c1ccc(-c2nc(-c3ccc4c(c3)OCO4)c(-c3ccccn3)[nH]2)cc1 | x | x | x | x | -0.4% | x | -1.3% | 7.94µM* | -9.3% | -7.7% | u

Whole records from above:
`Cc1oncc1C(=O)Nc1ccc(C(F)(F)F)cc1` is listed with HBB splice mod = -0.9%; A350 fluor = i; TexasRed autofl = i; 4-MU autofl = i; Epigenetic mod = -3.8%[20.6 µM]; Fluorescein autfl = u; Ub-GFP proteasome = 1.8%[20.5 µM]; FLuc inh = -5.1%[25.5 µM]; Hsp90 Hop PPI = -1.8%[26 µM]; CRE-bla Fsk = u; ERK AVP block = -15.2%
`CN(C)CCO[C@](C)(c1ccccc1)c1ccccn1` is listed with HBB splice mod = 1.7%[20.6 µM]; A350 fluor = 5.93e-08M*!; TexasRed autofl = i; 4-MU autofl = 4.6e-08M*!; Epigenetic mod = 2.7%[20.6 µM]; Fluorescein autfl = u; Ub-GFP proteasome = 0.9%[20.5 µM]; FLuc inh = -0.9%[25.5 µM]; Hsp90 Hop PPI = -2.4%[26 µM]; CRE-bla Fsk = 6.6%[17.1 µM]; ERK AVP block = -2.1%[25.7 µM]

(list continues)
SMILES | HBB splice mod | A350 fluor | TexasRed autofl | 4-MU autofl | Epigenetic mod | Fluorescein autfl | Ub-GFP proteasome | FLuc inh | Hsp90 Hop PPI | CRE-bla Fsk | ERK AVP block
CN1CCN(CCCN2c3ccccc3Sc3ccc(S(=O)(=O)N(C)C)cc32)CC1 | -1.3%[20.6 µM] | u | i | u | -1.7%[20.6 µM] | u | 7.2%[20.5 µM] | 1.4%[25.5 µM] | -5.0%[26 µM] | u | 18.9%[25.7 µM]
O=C(O)[C@@H]1[C@@H]2C[C@H]3c4[nH]c5ccccc5c4CCN3C[C@@H]2CC[C@@H]1O | -1.9%[20.6 µM] | 1.05e-08M* | i | 8.1e-08M*! | 2.4%[9.22 µM] | 1.67e-08M*! | 1.0% | 0.6%[11.4 µM] | -4.9% | -0.7% | 0.6%[25.7 µM]
C[C@H]1C[C@@H]2[C@H]3CCC4=CC(=O)C=C[C@@]4(C)[C@@]3(Cl)[C@@H](O)C[C@]2(C)[C@]1(OC(=O)c1ccco1)C(=O)CCl | -0.8%[20.6 µM] | i | u | i | 4.5%[20.6 µM] | i | -0.3%[20.5 µM] | -1.1%[25.5 µM] | -7.3%[26 µM] | u | 19.6%[25.7 µM]
CC(=O)O[C@@]12CO[C@@H]1C[C@H](O)[C@@]1(C)C(=O)[C@H](O)C3=C(C)[C@@H](OC(=O)[C@H](O)[C@@H](NC(=O)OC(C)(C)C)c4ccccc4)C[C@](O)([C@@H](OC(=O)c4ccccc4)[C@H]21)C3(C)C | x | i | i | i | 2.2%[20.6 µM] | i | x | -0.1%[25.5 µM] | x | x | x
CCCN(CCC)C(=O)C(CCC(=O)O)NC(=O)c1ccccc1 (centres undefined) | x | i | i | i | 6.1%[20.6 µM] | i | x | 3.9%[25.5 µM] | x | x | 5.9%
Nc1cc(=O)[nH]c(N)n1 | 0.9% | i | i | i | 2.8%&-2.1% | u | 10.5%&1.3% | -1.5%&-6.7% | -2.5%&-4.2% | u | 1.3%
C[C@]12CC[C@@H]3C(=CCc4cc(O)ccc43)[C@@H]1CCC2=O | 0.7%[20.6 µM] | i | i | i | -1.7%[20.6 µM] | u | 22.9%[20.5 µM] | -2.1%[25.5 µM] | -1.7%[26 µM] | -14.1%[17.1 µM] | -16.2%[25.7 µM]
OCC(O)CN1CCN(c2ccccc2)CC1 (centres undefined) | x | i | i | i | -1.7%[20.6 µM] | u | x | -0.8%[25.5 µM] | x | x | 9.6%
COc1ccc([C@@H]2CNC(=O)C2)cc1OC1CCCC1 | -0.5%[20.6 µM] | i | u | i | 1.0% | u | 1.3% | 3.0% | 2.4% | 0.01µM*! | -11.0%
Oc1ccc([C@@H]2CNCCc3c2cc(O)c(O)c3Cl)cc1 | 4.7% | 2.5e-07M* | i | 2.53e-07M* | -0.3%&-1.2% | i | 1.5%&-4.8% | 3.6%&-14.0% | u | u | -8.0%&-13.7%
CCN(CC)CCOC(=O)C(c1ccccc1)c1ccccc1 | -1.1%[20.6 µM] | u | i | u | 34.6%&1.7%[20.6 µM] | u | -1.9%[20.5 µM] | 1.4%&1.1%[25.5 µM] | 3.0%[26 µM] | -2.9%[17.1 µM] | 11.3%
C[C@H](CCC(=O)O)[C@H]1CC[C@@H]2[C@@H]3[C@@H](O)C[C@H]4C[C@@H](O)CC[C@@]4(C)[C@H]3CC[C@@]21C | 0.3%[20.6 µM] | i | i | i | 1.7%[20.6 µM] | u | 0.0%[20.5 µM] | 4.1%[25.5 µM] | -3.9%[26 µM] | 3.5%[17.1 µM] | -26.5%[25.7 µM]
CCCc1cc(C(N)=S)ccn1 | 1.6%[57.5 µM] | u | i | i | 2.2% | i | -1.8% | 5.9% | 1.8% | -11.8% | -2.2%&-29.2%
C[C@@]12CCC(=O)C=C1CC[C@H]1[C@H]3CC[C@](O)(C(=O)CO)[C@]3(C)CC[C@@H]12 | 3.6% | i | i | i | -1.1% | u | -6.9% | 1.0% | -9.1% | u | x
CC(C)(C(=O)c1cccnc1)c1cccnc1 | 2.0%[20.6 µM] | i | i | i | -1.7%[20.6 µM] | u | 6.6%[20.5 µM] | 6.4%[25.5 µM] | -3.7%[26 µM] | 9.4%[17.1 µM] | -2.2%[25.7 µM]
O=C1CCc2cc(OCCCCc3nnnn3C3CCCCC3)ccc2N1 | -1.8% | i | i | i | 0.0%[20.6 µM] | u | 2.6%&1.2% | -1.9%[25.5 µM] | -4.0%&-10.7% | u | -5.0%&-33.6%

Screening results from PubChem.

These rows are one share of the data; rates above refer to the full screens.
